D2 antagonist – HTS Assay for Allosteric Antagonists of the Human D2 Dopamine Receptor: Primary Screen for Antagonists; D(2) dopamine receptor (Homo sapiens), P14416; HEK293 TREx D2 cells, calcium flux, dopamine EC80; inhibition, % at 10 µM; 2% of 340,000 active; in the data active means inhibition above about 30%; further: 0% is about no effect
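Dopamine at EC80 is the agonist stimulus; test compounds precede it by 180 s. Calcium flux read kinetically in a force-coupled, inducible HEK293 T-REx D2 cell line.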
PI4K2A block – qHTS for small molecular inhibitors of PI4K2A. activity change, negative = inhibition, % at 76.9 µM. AID 1346378, 2018. Phosphatidylinositol 4-kinase type 2-alpha (Homo sapiens), Q9BTU6. purified PI4K2A, ADP-Glo luminescence, 1 h; active compounds read low. 0.13% of 420,000 active; in the data active means activity change below about -50%; inconclusive means mostly about -30% to -49%;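 further: -100% = wells without enzyme as full effect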
Target sequence (Q9BTU6 whole entry, looked up): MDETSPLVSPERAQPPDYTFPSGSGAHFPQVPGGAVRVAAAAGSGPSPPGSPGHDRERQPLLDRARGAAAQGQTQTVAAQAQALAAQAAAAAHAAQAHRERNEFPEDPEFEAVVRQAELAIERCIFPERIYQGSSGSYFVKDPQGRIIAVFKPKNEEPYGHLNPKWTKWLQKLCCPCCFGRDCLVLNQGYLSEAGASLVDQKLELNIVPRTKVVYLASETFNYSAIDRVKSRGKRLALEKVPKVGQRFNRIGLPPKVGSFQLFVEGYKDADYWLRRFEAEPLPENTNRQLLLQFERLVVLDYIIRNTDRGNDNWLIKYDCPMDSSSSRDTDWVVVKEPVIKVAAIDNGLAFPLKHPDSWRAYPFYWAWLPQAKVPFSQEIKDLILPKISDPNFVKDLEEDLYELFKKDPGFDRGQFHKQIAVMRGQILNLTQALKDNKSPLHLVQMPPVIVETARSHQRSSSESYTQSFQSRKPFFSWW
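In this quantitative HTS, ADP production by PI4K2A was quantified luminescently after 1 h at ambient temperature; 100 microM adenosine served as plate-quality control.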
TrxR1 substrate – qHTS Assay for Substrates of Mammalian Selenoprotein Thioredoxin Reductase 1 (TrxR1): qHTS. purified TrxR1 substrate turnover, NADPH consumption readout. Potency, µM (highest dose often 114 µM), for the others: top-dose activity change, negative = substrate turnover. 0.01% of 390,000 active; further: potency means the concentration at half of the fitted maximal effect; on the % scale 0 is the no-effect control and ±100 the full control effect; nearly all actives have a fitted effect of over 50% in size
Target sequence (O89049 whole entry, looked up): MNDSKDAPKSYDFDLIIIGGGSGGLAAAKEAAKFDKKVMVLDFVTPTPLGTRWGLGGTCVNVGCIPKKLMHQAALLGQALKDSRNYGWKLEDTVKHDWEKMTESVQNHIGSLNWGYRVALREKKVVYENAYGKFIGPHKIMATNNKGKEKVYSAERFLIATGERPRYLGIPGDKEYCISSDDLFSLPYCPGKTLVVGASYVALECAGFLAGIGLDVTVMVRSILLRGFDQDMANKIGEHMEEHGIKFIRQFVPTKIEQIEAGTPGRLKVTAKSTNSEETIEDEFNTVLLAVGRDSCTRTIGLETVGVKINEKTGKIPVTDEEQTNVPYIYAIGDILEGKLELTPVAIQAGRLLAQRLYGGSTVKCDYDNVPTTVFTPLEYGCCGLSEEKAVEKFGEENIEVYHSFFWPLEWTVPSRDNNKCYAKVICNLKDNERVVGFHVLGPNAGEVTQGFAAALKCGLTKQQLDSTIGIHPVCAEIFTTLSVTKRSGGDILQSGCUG
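Rat TrxR1, dispensed at 90 nM, was prereduced with 400 uM NADPH (final) for 5 min at ~22 deg C, then incubated with compound 15 min before 400 uM selenite. A first-read NADPH fluorescence drop versus no-compound background flagged substrates.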
mIDH1 inhibitor – qHTS for Inhibitors of mutant isocitrate dehydrogenase 1 (IDH1): qHTS; Isocitrate dehydrogenase [NADP] cytoplasmic (Homo sapiens), O75874; 0.093% of 390,000 active; AID 602179, 2012; Potency, µM (doses to about 76.6 µM), for inactives: at the top dose activity change, negative = inhibition, actives largely listed as inhibitors; IDH1-R132H enzyme, NADPH consumption, diaphorase/resazurin fluorescence; further: potency means the concentration at half of the fitted maximal effect; on the % scale 0 is the no-effect control and ±100 the full control effect; nearly all actives have a fitted effect of over 65% in size
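IDH1-R132H (0.5 ug/mL dispensed) in pH 7.5 Tris buffer was preincubated 30 min with compound, then given a substrate mix of 0.016 mM NADPH and 2 mM alpha-KG for 80 min at room temperature; remaining NADPH was read by diaphorase/resazurin fluorescence.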
TRHR ag – qHTS for Small Molecule Agonists and Allosteric Enhancers of Human TRH Receptor: Primary Screen for Agonists; TRHR cells, calcium flux fluo-8, FDSS agonist mode; 0.18% of 360,000 active; activation, % at 2 µM; Thyrotropin-releasing hormone receptor (Homo sapiens), P34981; in the data active means activation above about 30%; further: 0% is about no effect
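Steps: seed TRHR cells overnight; add fluo-8 no-wash Ca dye, RT 30 min–1.5 h; record 10 s baseline; pin-transfer compounds; monitor fluorescence 1 cycle/s for the agonist window. Calcium increases flag candidate agonists.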
TRHR enhancer – qHTS for Small Molecule Agonists and Allosteric Enhancers of Human TRH Receptor: Primary Screen for Enhancers; Thyrotropin-releasing hormone receptor (Homo sapiens), P34981; 0.66% of 360,000 active; enhancement, % at 2 µM; TRHR cells, fluo-8 calcium fluorescence, EC20 TRH enhancement; in the data active means enhancement above about 30%; further: 0% is about no effect
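Enhancer read-out: after compound pinning and an initial kinetic agonist-mode read, an EC20 of TRH (10 nM final) was injected and fluo-8 calcium signal (Ex 480/Em 530) followed at 1 s/cycle for 100 cycles in TRHR-expressing cells.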
D2 ag – HTS Assay for Allosteric Agonists of the Human D2 Dopamine Receptor: Primary Screen for Agonists; AID 485358, 2010; 0.53% of 340,000 active; D(2) dopamine receptor (Homo sapiens), P14416; HEK293 T-REx D2 cells, calcium flux agonist mode; activation, % at 2 µM;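 active means activation over 3 SD above normal in the single-dose calcium agonist read, cut at about 30% in these data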; further: 0% is about no effect
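Calcium-flux readout, 1 cycle/sec over 180 s following compound pin transfer, in inducible HEK293 Trex D2 cells (force-coupled); dopamine controls included. Positive calcium responses during this window marked compounds as potential agonists.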
USP1 inh – Inhibitors of USP1/UAF1: Primary Screen; 0.23% of 390,000 active; AID 743255, 2014; Ubiquitin carboxyl-terminal hydrolase 1 (Homo sapiens), O94782; recombinant USP1/UAF1, Ub-Rhodamine cleavage fluorescence; Potency, µM (highest dose often 57.1 µM), for the others: at the top dose activity change, negative = inhibition, most hits filed as inhibitors; further: potency means the concentration at half of the fitted maximal effect; on the % scale 0 is the no-effect control and ±100 the full control effect; nearly all actives have a fitted effect of over 60% in size; inactives centre near -12
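USP1/UAF1 complex at 1 nM was preincubated with compound for 15 min at room temperature, then Ub-Rho substrate (150nM final) was added. Fluorescence (480/540 nm) was read kinetically, 6 reads every 60 seconds.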
rTrxR1 inhibitor – qHTS Assay for Inhibitors of Mammalian Selenoprotein Thioredoxin Reductase 1 (TrxR1): qHTS; Potency, µM (top dose mostly 114 µM), for inactives: at the top dose activity change, negative = inhibition, most hits filed as inhibitors; Thioredoxin reductase 1, cytoplasmic (Rattus norvegicus), O89049; AID 588453, 2011; recombinant rTrxR1, NADPH fluorescence consumption, selenite substrate; 1% of 390,000 active; further: potency means the concentration at half of the fitted maximal effect; on the % scale 0 is the no-effect control and ±100 the full control effect; nearly all actives have a fitted effect of over 65% in size
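Rat TrxR1 (90 nM in the dispensed reagent) was pre-reduced with 400 uM NADPH for 5 min at room temperature, then incubated with compound for 15 min. After 400 uM selenite was added, NADPH fluorescence (Ex 340/Em 450 nm) was followed for 8 min.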
Starred values were filed as active, the others as inactive; ? = inconclusive; . = no result given; [ ] = remark or other dose. Unless noted, the call rests on the fitted dose curve; in most records, active means well fitted inhibition curve with a large enough effect; inconclusive means small, poorly fitted or top-dose-only effect; inactive means no such curve, though single readings can be large or run the other way. Rows are unselected; about 3.9% have a hit in one of these screens.

Sample of the layout:
SMILES	D2 antagonist	PI4K2A block	TrxR1 substrate	mIDH1 inhibitor	TRHR ag	TRHR enhancer	D2 ag	USP1 inh	rTrxR1 inhibitor
O=C(Nc1ccc2c(c1)OCO2)C1CCCN(S(=O)(=O)Cc2ccccc2)C1 (stereo unspecified)	-7	4	0%	12%	-0.9	6	1.3	-2%	15%
COc1ccc(S(=O)(=O)NCc2ccccn2)cc1NC(=O)c1ccccc1	15	-1	4%	-3%	-0.5	8	0.5	-7%	30%
N=C(CC1CC(=O)NC(=O)C1)C1=C(O)CCCC1=O	8	1	9%[57.1 µM]	4%	-0.2	2	-0.1	-1%	3%[57.1 µM]

The listing, from the start:
SMILES	D2 antagonist	PI4K2A block	TrxR1 substrate	mIDH1 inhibitor	TRHR ag	TRHR enhancer	D2 ag	USP1 inh	rTrxR1 inhibitor
O=C(Nc1ccc2c(c1)OCO2)C1CCCN(S(=O)(=O)Cc2ccccc2)C1 (stereo unspecified)	-7	4	0%	12%	-0.9	6	1.3	-2%	15%
COc1ccc(S(=O)(=O)NCc2ccccn2)cc1NC(=O)c1ccccc1	15	-1	4%	-3%	-0.5	8	0.5	-7%	30%
N=C(CC1CC(=O)NC(=O)C1)C1=C(O)CCCC1=O	8	1	9%[57.1 µM]	4%	-0.2	2	-0.1	-1%	3%[57.1 µM]
N#Cc1c(NC(=O)CSc2nc(-c3ccco3)cc(C(F)(F)F)n2)sc2c1CCCC2	-5	5	8%[57.1 µM]	1%	0.4	-3	0.1	-14%	6%
C#CCN(C[C@@H](CC(C)C)NC(=O)OC(C)(C)C)S(=O)(=O)c1ccc(Br)cc1F	.	-5	-6%	10%	.	.	.	?	15%
N#CC(C#N)=Cc1cc2ccccc2nc1N1CCOCC1	.	44	4%[57.1 µM]	9%	0.2	14	.	?	-73%[57.1 µM]
CCOc1ccc(S(=O)(=O)N2CCCCC2)cc1NC(=O)Cc1cccs1	13	-4	-3%	2%	0.3	-2	-1.1	3%	6%
O=C(NNC(=O)c1cccnc1SCc1cccc([N+](=O)[O-])c1)c1cccnc1	.	1	14%[57.1 µM]	3%	-0.2	-4	.	-20%	-3%[57.1 µM]
COc1ccc(S(=O)(=O)N2CCCC(C(=O)NCCCn3ccnc3)C2)cc1OC (stereo unspecified)	12	-1	28%[57.1 µM]	10%	-0.2	9	1.8	-24%	33%[0.0914 µM]
O=C1C(Cl)=C(N2CCCC2)C(=O)N1c1ccccc1F	5	2	-6%	12%	-0.2	-3	1.3	-27%	28%[11.4 µM]
Cc1nc2sc3c(c2c(=O)[nH]1)CCCC3	-7	-1	-3%	18%	0.1	2	-0.1	-6%	13%
O=C(Nc1ccccc1)N1CCN(Cc2ccc(Cl)cc2)CC1	-1	1	5%	5%	0.8	3	0.8	-20%	15%
COc1ccc(-c2cc(C(F)(F)F)nc(N3CCN(Cc4ccccc4)CC3)n2)cc1OC	0	4	1%[57.1 µM]	0%	-0.4	0	0.3	-16%	14%[57.1 µM]
COc1cccc(CN2CCNC(=O)C2CC(=O)N(C)Cc2nc(C)cs2)c1OC (stereo unspecified)	-7	-1	6%	4%	0.1	2	0.2	-4%	?
Cc1cc(Cl)ccc1NC(=O)C1CCCN1S(=O)(=O)c1ccc2c(c1)CCCC(=O)N2 (stereo unspecified)	.	0	6%[57.1 µM]	2%	-0.6	-4	-0.1	-5%	11%[57.1 µM]
COc1ccc(/C=C(\NC(=O)c2ccco2)C(=O)Nc2ccc(C(C)=O)cc2)cc1	2	1	-16%	-2%	-0.6	-1	-0.5	1%	-28%
Cc1ccc(C(=O)NC(C)c2ccncc2)o1 (stereo unspecified)	6	-3	4%	0%	1.0	7	-0.8	-20%	17%
O=C(NCCO)C1COc2ccccc2O1 (stereo unspecified)	-7	6	-14%[57.1 µM]	5%	0.1	2	-0.4	-20%	12%[57.1 µM]
O=C(C[n+]1ccccc1)N/N=C/c1cccs1	.	-4	2%	-19%	0.6	5	.	-5%	40%[activator]
COc1ccc(Cl)cc1N(C)C(=O)Cc1noc2ccc(C)cc12	.	0	-4%[11.4 µM]	0%	-0.3	-1	0.9	-7%	-6%
CCc1ccc(S(=O)(=O)NC(=S)Nc2ccccc2)cc1	-25	-1	-7%	3%	0.4	13	-0.5	-9%	-6%[57.1 µM]
COc1cc(CNC(C)(C)C)ccc1OCC(=O)NC(C)(C)C	7	5	-8%[57.1 µM]	1%	1.3	3	-0.6	-5%	16%[57.1 µM]
CSc1nnc(SCC2=NNC(=O)SC2)s1	-29	1	-4%	0%	0.6	22	0.5	-7%	14%[11.4 µM]
Oc1ccc(C=NNC(=S)Nc2cccnc2)nc1	.	?	8%[11.4 µM]	2%	.	.	.	-21%	0%[11.4 µM]
CC(=O)NCCOC(=O)c1nn(Cc2ccccc2)c(=O)c2ccccc12	15	4	-1%[57.1 µM]	3%	-1.6	-5	-0.8	-4%	10%[57.1 µM]
Cc1cc(C)nc(NC(=O)c2ccc(C)c([N+](=O)[O-])c2)n1	13	5	9%[57.1 µM]	-1%	0.0	-2	-0.3	-9%	6%[57.1 µM]
CCNC(=O)CC1C(=O)N(c2ccccc2)C(=O)N1CCC(C)C (stereo unspecified)	-19	-3	10%[57.1 µM]	0%	0.9	-5	0.3	-8%	8%[57.1 µM]
CCOC(=O)c1ccc(S(=O)(=O)NCCNCc2ccccc2)cc1	.	-7	-7%[2.29 µM]	-7%	.	.	.	-5%	-8%[2.29 µM]
O=C(CSc1ccc(-c2ccco2)nn1)NCCc1ccccc1	13	2	3%	-1%	0.1	24	-1.2	-10%	18µM*
Nc1cccnc1Sc1cccc(Cl)c1	-3	-69*	19%	11%	-0.5	14	0.5	-26%	10µM*
COc1cccc(N2CCC(N3CCN(C)C(CCO)C3)CC2)c1 (stereo unspecified)	3	3	4%	-2%	0.3	-1	-0.2	-5%	-5%
CSC1CCCCC1(O)CSc1nc2c(cc1C#N)CCCC2 (stereo unspecified)	-3	-3	5%	-1%	-0.6	-2	-0.4	-22%	-1%
O=C1N=C(N2CCCCC2)S/C1=C\c1ccc(Cl)cc1	6	-2	3%	0%	0.0	-2	0.4	-11%	19%
COC(CNc1cc(=O)oc2ccccc12)OC	-4	6	-2%	5%	0.7	3	-0.4	-15%	-4%
COc1cccc(C2/C(=C(\O)c3ccc(OC)c(OC)c3)C(=O)C(=O)N2c2cc(C)on2)c1 (stereo unspecified)	-10	6	6%[57.1 µM]	4%	1.0	21	-0.8	-12%	-10%[57.1 µM]
CC(C)OCCCNc1ncnc2c1[nH]c1ccccc12	-10	-6	47%[activator]	2%	-1.2	-1	0.1	-16%	12%
Cc1ccc(C)c(NC(=O)CC2Oc3ccccc3NC2=O)c1 (stereo unspecified)	-13	-3	10%	0%	-0.3	5	-0.2	?	41%[activator]
CC(Sc1nc2ccccc2[nH]1)C(=O)O (stereo unspecified)	2	1	4%	3%	-1.8	5	-0.7	-15%	19%
COCCNC(=O)CCCCCn1c(=S)[nH]c2ccccc2c1=O	-4	-1	1%	5%	0.2	0	-0.3	-15%	-2%
O=C(Nc1cc2c3c(c1)CC(=O)N3CCC2)c1ccc(Br)cc1	-5	1	-6%	6%	-0.8	3	-0.4	-18%	-2%
CCOC(=O)CSc1nc2c(cnn2-c2ccc(Cl)cc2)c(=O)[nH]1	5	3	0%	12%	0.0	-2	1.1	-20%	17%
COC(=O)c1c(-c2cccs2)csc1NC(=O)c1cccc(Cl)c1	.	-1	9%	3%	-0.3	5	-1.7	-20%	9%
O=C(OCC(=O)N1CCCCC1)c1ccc(OC(F)(F)F)cc1	.	-1	6%[57.1 µM]	1%	.	.	.	-3%	13%[57.1 µM]
CCCCCCSc1ccc([C@H]2N[C@@](Cc3ccccc3)(C(=O)OC)[C@H]3C(=O)N(C)C(=O)[C@@H]23)cc1	-5	-3	-12%	-4%[38.3 µM]	-0.6	3	-0.7	?	-7%
CC(Sc1ccc(S(=O)(=O)N2CCCCCC2)cn1)C(N)=O (stereo unspecified)	30	0	-3%	3%	0.6	17	-0.2	-10%	-12%
CC(=O)Nc1ccc(S(=O)(=O)Nc2ccccc2C(=O)N2CCCC2)cc1	-29	3	2%	6%	-0.6	2	-0.3	4%	23%
O=C(CSc1nnc(Cn2cnc3ccccc32)o1)c1ccccc1	-6	6	8%[57.1 µM]	4%	1.3	3	-0.7	-13%	15%[57.1 µM]
CC(C)Cc1nc2sc3c(c2c(=O)n1N)CC(C(C)C)OC3 (stereo unspecified)	1	1	-1%	-15%	0.8	2	0.1	?	10%
CCCS(=O)(=O)N1CCC(C(=O)N2CCc3ccccc3C2)CC1	-2	1	-7%	2%	0.2	-4	0.3	?	-1%
CC(=O)c1c(C)n(-c2ccccc2)c2ccc(OCC(N)=O)cc12	15	1	5%[57.1 µM]	5%	-0.9	2	-1.6	-5%	18%[57.1 µM]
COc1ccc(S(N)(=O)=O)cc1C(=O)NCCCN1CCN(c2ccccc2OC)CC1	77*	9	-4%	-1%	0.7	-3	60*	-3%	-6%
O=C(COc1ccc(F)cc1Br)NCC1(N2CCCCC2)CCCCC1	.	15	7%	-5%	.	.	.	?	28%

Screening data: PubChem, National Center for Advancing Translational Sciences (NCATS)
